L929 necroptosis = blocks zVAD induced death of L929 cells | actives 0.38% (n = 220,000) | viability rescue, % at 10 µM | L929 zVAD necroptosis rescue, ATP luminescence, 24 h; with zVAD 60 µM;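 active = activation, scaled between plate controls, above about 75%, limit read from the data; inactive = activation under that limit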;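 also: 0% = zVAD with DMSO and 100% = DMSO alone without zVAD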
14-3-3 Bad inh = disrupts binding of bovine 14-3-3 zeta to phospho-Bad peptide; P63103; TR-FRET 14-3-3zeta/Dy647-pBad peptide displacement, 1 h; inhibition, % at 21.7 µM; actives 0.71% (n = 220,000); AID 781;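 active = inhibition above about 70%, limit read from the data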;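 also: 0% = full 14-3-3 plus peptide FRET controls and 100% = background without 14-3-3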
Target sequence (P63103 whole entry, looked up): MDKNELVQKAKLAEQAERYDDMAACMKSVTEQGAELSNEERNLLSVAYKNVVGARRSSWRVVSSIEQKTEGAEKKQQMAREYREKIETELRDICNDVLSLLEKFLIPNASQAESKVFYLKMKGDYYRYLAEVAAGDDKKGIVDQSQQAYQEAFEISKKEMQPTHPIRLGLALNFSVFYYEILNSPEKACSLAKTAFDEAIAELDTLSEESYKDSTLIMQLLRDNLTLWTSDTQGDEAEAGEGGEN
Hck-Nef inh = blocks Nef-activated human Hck kinase; P08631; Recombinant Hck-YEEI plus Nef, Z-Lyte FRET kinase assay; inhibition, % at 20 µM; actives 0.68% (n = 220,000); AID 463187;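 active = Hck-Nef kinase inhibition above about 50%, limit read from the data; inactive = inhibition below that limit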;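 also: 0% = DMSO with Hck plus Nef and 100% = Hck alone without Nef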
Target sequence (P08631 whole entry, looked up): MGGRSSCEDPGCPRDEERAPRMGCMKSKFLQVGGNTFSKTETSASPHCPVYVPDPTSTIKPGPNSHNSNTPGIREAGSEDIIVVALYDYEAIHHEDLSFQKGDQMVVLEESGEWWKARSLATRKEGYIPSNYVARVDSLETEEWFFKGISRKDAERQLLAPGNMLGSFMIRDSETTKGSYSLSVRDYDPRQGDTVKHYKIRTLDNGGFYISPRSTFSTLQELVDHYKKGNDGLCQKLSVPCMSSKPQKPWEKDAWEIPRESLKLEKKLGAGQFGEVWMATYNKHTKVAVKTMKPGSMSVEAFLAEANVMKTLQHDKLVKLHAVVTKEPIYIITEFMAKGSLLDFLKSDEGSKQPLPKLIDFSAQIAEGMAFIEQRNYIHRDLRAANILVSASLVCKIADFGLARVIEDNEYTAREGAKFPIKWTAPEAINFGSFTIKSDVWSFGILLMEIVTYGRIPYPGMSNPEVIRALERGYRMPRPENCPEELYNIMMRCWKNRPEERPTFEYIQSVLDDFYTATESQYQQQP
NCF1 inh = blocks human p47phox regulatory protein of NADPH oxidases; P14598; p47phox/p22phox peptide binding, fluorescence polarization, 2 h; inhibition, % at 24.7 µM; actives 0.53% (n = 220,000);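 active = inhibition above about 30%, limit read from the data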;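 also: 0% = p47phox with labelled peptide and 100% = labelled peptide alone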
Runt-SMMHC FRET = Runt domain-CBFb-SMMHC interaction inhibition. Q01196+Q13951. Cerulean-Runt/Venus-CBFb-SMMHC FRET ratio 530/480, 1 h. inhibition, % at 20 µM. actives 0.74% (n = 220,000);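 active = mean inhibition across duplicate retests at 20 µM reaching about 50%, limit read from the data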;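 also: 0% = DMSO wells and 100% = wells with excess untagged CBFb-SMMHC; inhibitors lower the FRET ratio by blocking Runt binding to CBFb-SMMHC; some results filed as inactive read as strong as hits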
MDM2 E3 inh = Mdm2 E3 ligase (human) inhibition; signal enhancement, % at 5 µM; AID 1230; actives 0.11% (n = 210,000); cell-based MDM2 ubiquitination luciferase reporter, 2 h; 0 = plate control, 100 = twice control, blank-subtracted; Q00987;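 active = signal enhancement of 30% or more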;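 also: luminescence tracks abundance of the self-degrading MDM2-luciferase fusion protein; higher signal means inhibition of MDM2 E3 ligase activity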
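Assay system: stable mammalian line carrying autodegrading MDM2–luciferase fusion reporter; Input: 2000 cells in each well; Compound dosing: single-point 5 µM; Schedule: 2 h compound exposure at 37 °C; Signal: SteadyLite luciferase luminescence after 15 min room-temperature reagent incubation; Evaluation: % luminescence enhancement versus blank-corrected plate control mean; Benchmarks: plate controls and plate blanks.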
Runt-CBFb FRET = inhibitors of human RUNX1 Runt domain binding to CBFb. Cerulean-Runt/Venus-CBFb FRET ratio 530/480, 1 h. inhibition, % at 20 µM. actives 0.46% (n = 220,000). AID 1496;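 active = inhibition over about 50% at 20 µM in the single-dose screen, limit read from the data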;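 also: 0% = DMSO wells and 100% = excess unlabeled CBFb competitor control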
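Buffer or medium: Tris pH 7.5 buffer with BSA. Assay system: Cerulean-labeled Runt domain protein. Amount: each fluorescent fusion protein 100 nM. Read-out basis: loss of energy transfer signal. Incubation: 1 h compound exposure, room temperature. Probe or stimulus: Venus-CBFb binding partner, 100 nM. Detection: FRET, excitation 422 nm, emission at 530 and 480 nm.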
EBV gp42 inh = inhibitors of Epstein-Barr virus glycoprotein 42; Fluorescence polarization binding assay, mP read-out; inhibition, % (tested at 21.74 µM); actives 0.42% (n = 220,000); AID 1085; in the data active = inhibition above about 50%
Target sequence (Q1HVG2 whole entry, looked up): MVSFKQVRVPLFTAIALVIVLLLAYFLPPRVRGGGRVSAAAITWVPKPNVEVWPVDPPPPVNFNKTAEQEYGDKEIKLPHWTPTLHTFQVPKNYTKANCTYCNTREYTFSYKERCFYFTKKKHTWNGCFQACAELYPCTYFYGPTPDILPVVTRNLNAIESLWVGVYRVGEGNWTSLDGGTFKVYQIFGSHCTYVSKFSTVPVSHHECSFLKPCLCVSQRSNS
Tb hexokinase = blocks Trypanosoma brucei hexokinase 1 activity | actives 0.11% (n = 220,000) | AID 1430 | recombinant TbHK1, G6PDH-coupled NADH A340 | inhibition, % at 10 µM;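 active = inhibition of 50% or more in the single-dose primary screen; inactive = inhibition below 50%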
An asterisk follows results filed as active; [ ] = dose if it differs, or a comment.

How did CC1(C)CCCC(C)(C)N1CC(O)COCCOc1ccc(Br)cc1 (configuration not stated) do in these assays?
L929 necroptosis: 0.3; 14-3-3 Bad inh: 6[fluorescence artefact?]; Hck-Nef inh: 0; NCF1 inh: -50; Runt-SMMHC FRET: 3; MDM2 E3 inh: 3; Runt-CBFb FRET: 1; EBV gp42 inh: -9; Tb hexokinase: 8

What do the screens show for `CC(=O)Nc1ccc(NC(=O)CSc2ccc(-c3ccco3)nn2)cc1`?
L929 necroptosis: 4.6; 14-3-3 Bad inh: -8; Hck-Nef inh: 19; NCF1 inh: 1; Runt-SMMHC FRET: 17; MDM2 E3 inh: 1; Runt-CBFb FRET: 23; EBV gp42 inh: 5; Tb hexokinase: 1

How did CN1CCC(N(C)C(=S)Nc2ccc(SC(F)F)cc2)CC1 do in these assays?
L929 necroptosis: 5.7; 14-3-3 Bad inh: -17; Hck-Nef inh: 5; NCF1 inh: -7; Runt-SMMHC FRET: 1; MDM2 E3 inh: -9; Runt-CBFb FRET: 0; EBV gp42 inh: -10; Tb hexokinase: 20

How did O=C(Nc1ccccn1)c1ccc([N+](=O)[O-])cc1Cl do in these assays?
L929 necroptosis: 0.2; 14-3-3 Bad inh: 4; Hck-Nef inh: 1; NCF1 inh: -9; Runt-SMMHC FRET: 1; MDM2 E3 inh: 1; Runt-CBFb FRET: 0; EBV gp42 inh: -19; Tb hexokinase: -6

Results for COc1ccccc1-n1cn[nH]c1=S ?
L929 necroptosis: -0.1; 14-3-3 Bad inh: 3; Hck-Nef inh: 10; NCF1 inh: -13; Runt-SMMHC FRET: 0; Runt-CBFb FRET: 4; EBV gp42 inh: -2; Tb hexokinase: 3

How did Cc1ccc(S(=O)(=O)C(C)C(=O)NCCS(=O)(=O)c2ccc(Cl)cc2)cc1 (configuration not stated) do in these assays?
L929 necroptosis: 0.8; 14-3-3 Bad inh: -14; Hck-Nef inh: 15; NCF1 inh: -12; Runt-SMMHC FRET: 0; MDM2 E3 inh: -11; Runt-CBFb FRET: 0; EBV gp42 inh: -14; Tb hexokinase: 0

What do the screens show for `CCc1ccc(CCC(=O)Nc2nccs2)o1`?
L929 necroptosis: 0.1; 14-3-3 Bad inh: -5; Hck-Nef inh: 1; NCF1 inh: -7; Runt-SMMHC FRET: 0; MDM2 E3 inh: -6; Runt-CBFb FRET: 3; EBV gp42 inh: -8; Tb hexokinase: -3

Results for N#CC1=C(N)C2=CCCC[C@H]2[C@H](c2ccccc2)C1(C#N)C#N ?
L929 necroptosis: -0.1; 14-3-3 Bad inh: 16[fluorescence artefact?]; Hck-Nef inh: 1; NCF1 inh: -11; Runt-SMMHC FRET: 40; MDM2 E3 inh: -12; Runt-CBFb FRET: -58; EBV gp42 inh: 28; Tb hexokinase: -4

What do the screens show for `COCCCNC(=O)Cn1cc(C(C)=O)c2ccccc21`?
L929 necroptosis: 1.1; 14-3-3 Bad inh: -2; Hck-Nef inh: 9; NCF1 inh: -4; Runt-SMMHC FRET: -2; MDM2 E3 inh: -18; Runt-CBFb FRET: 1; EBV gp42 inh: 2; Tb hexokinase: -1

Results for CCOc1ccccc1NC(=O)CSc1nnnn1-c1ccccc1 ?
L929 necroptosis: 0.6; 14-3-3 Bad inh: -4; Hck-Nef inh: 0; NCF1 inh: -8; Runt-SMMHC FRET: 0; MDM2 E3 inh: -22; Runt-CBFb FRET: 2; EBV gp42 inh: 4; Tb hexokinase: -3

Results for CCOc1cc2c(cc1OCC)C(C(=O)O)C(c1cc(OC)c(OC)c(OC)c1)N(C)C2=O (configuration not stated) ?
L929 necroptosis: 0.2; 14-3-3 Bad inh: 19; Hck-Nef inh: 0; NCF1 inh: -8; Runt-SMMHC FRET: 2; MDM2 E3 inh: 12; EBV gp42 inh: -1; Tb hexokinase: -10

How did CCCCOc1ccccc1Cn1c(=O)oc2ccccc21 do in these assays?
L929 necroptosis: -0.4; 14-3-3 Bad inh: 3; Hck-Nef inh: 1; NCF1 inh: 8; Runt-SMMHC FRET: 4; MDM2 E3 inh: -11; Runt-CBFb FRET: -2; EBV gp42 inh: -13; Tb hexokinase: 7

Random excerpt: 2 compounds from above
What do the screens show for `CC(=O)Nc1ccc(NC(=O)CSc2ccc(-c3ccco3)nn2)cc1`?
L929 necroptosis: 4.6; 14-3-3 Bad inh: -8; Hck-Nef inh: 19; NCF1 inh: 1; Runt-SMMHC FRET: 17; MDM2 E3 inh: 1; Runt-CBFb FRET: 23; EBV gp42 inh: 5; Tb hexokinase: 1

Results for COc1ccccc1-n1cn[nH]c1=S ?
L929 necroptosis: -0.1; 14-3-3 Bad inh: 3; Hck-Nef inh: 10; NCF1 inh: -13; Runt-SMMHC FRET: 0; Runt-CBFb FRET: 4; EBV gp42 inh: -2; Tb hexokinase: 3

(more compounds)
Results for Cc1cc(C)n(-c2ncnc3sc(C)c(C)c23)n1 ?
L929 necroptosis: 0.0; 14-3-3 Bad inh: -1; Hck-Nef inh: -11; NCF1 inh: -8; Runt-SMMHC FRET: 1; MDM2 E3 inh: 2; Runt-CBFb FRET: -1; EBV gp42 inh: 5; Tb hexokinase: 2

What do the screens show for `COc1ccc(NC(=O)Cn2nc(C)c([N+](=O)[O-])c2C)cn1`?
L929 necroptosis: 0.8; 14-3-3 Bad inh: 0; Hck-Nef inh: 11; NCF1 inh: -7; Runt-SMMHC FRET: 1; MDM2 E3 inh: -10; Runt-CBFb FRET: 0; EBV gp42 inh: -9; Tb hexokinase: -1

How did COc1ccc(CNC(=O)C(c2ccncc2)N(C(=O)Cc2cccs2)c2cccc(C)c2)cc1 (configuration not stated) do in these assays?
L929 necroptosis: -0.2; 14-3-3 Bad inh: 1; Hck-Nef inh: -1; NCF1 inh: -10; Runt-SMMHC FRET: -10; MDM2 E3 inh: -17; Runt-CBFb FRET: -2; EBV gp42 inh: -26; Tb hexokinase: -3

What do the screens show for `CN(C)c1ccc(/C=C/c2cc[n+]([O-])cc2)cc1`?
L929 necroptosis: -0.4; 14-3-3 Bad inh: -13; Hck-Nef inh: -9; NCF1 inh: -43; Runt-SMMHC FRET: -345; MDM2 E3 inh: -6; Runt-CBFb FRET: -225; EBV gp42 inh: 5; Tb hexokinase: -22

How did CCCCN(C(=O)NC(=O)Nc1ccccc1C)S(C)(=O)=O do in these assays?
L929 necroptosis: 0.6; 14-3-3 Bad inh: -1; Hck-Nef inh: 1; NCF1 inh: -14; Runt-SMMHC FRET: 1; MDM2 E3 inh: 24; Runt-CBFb FRET: 0; EBV gp42 inh: -19; Tb hexokinase: 6

How did COc1cc(/C=N/NC(=O)c2c(-c3ccccc3)noc2C)cc(OC)c1OC do in these assays?
L929 necroptosis: 0.4; 14-3-3 Bad inh: -2; Hck-Nef inh: 3; NCF1 inh: -14; Runt-SMMHC FRET: 1; MDM2 E3 inh: -5; Runt-CBFb FRET: 2; EBV gp42 inh: -13; Tb hexokinase: -8

What do the screens show for `CCN(CC)c1ncnc2scc(C3COc4ccccc4O3)c12` (configuration not stated)?
L929 necroptosis: -0.5; 14-3-3 Bad inh: 11[fluorescence artefact?]; Hck-Nef inh: -1; NCF1 inh: 4; Runt-SMMHC FRET: 5; MDM2 E3 inh: -16; Runt-CBFb FRET: -4; EBV gp42 inh: 11; Tb hexokinase: -4

What do the screens show for `O=S(=O)(Cc1ccccc1)c1ccccc1-c1nnc(-c2ccccc2)o1`?
L929 necroptosis: 0.0; 14-3-3 Bad inh: -15; Hck-Nef inh: 4; NCF1 inh: 13; Runt-SMMHC FRET: -2; MDM2 E3 inh: -58; Runt-CBFb FRET: 0; EBV gp42 inh: -8; Tb hexokinase: 2

How did COc1ccccc1NC(=O)Nc1ncccc1C do in these assays?
L929 necroptosis: 0.9; 14-3-3 Bad inh: 11; Hck-Nef inh: 3; NCF1 inh: -3; Runt-SMMHC FRET: -4; MDM2 E3 inh: -5; Runt-CBFb FRET: 0; EBV gp42 inh: -16; Tb hexokinase: 5

What do the screens show for `Cc1ccc(-c2nc3c(=O)n(C)c4ccccc4c3o2)cc1`?
L929 necroptosis: 0.1; 14-3-3 Bad inh: 6; Hck-Nef inh: 0; NCF1 inh: 2; Runt-SMMHC FRET: 4; MDM2 E3 inh: -10; Runt-CBFb FRET: -5; EBV gp42 inh: -3; Tb hexokinase: -8

How did Cc1cc(C)c(NC(=O)CS(=O)CC(=O)N2CCN(c3ccc(F)cc3)CC2)c(C)c1 (configuration not stated) do in these assays?
L929 necroptosis: 0.6; 14-3-3 Bad inh: -3; Hck-Nef inh: 0; NCF1 inh: -9; Runt-SMMHC FRET: 1; MDM2 E3 inh: 5; Runt-CBFb FRET: -1; EBV gp42 inh: 1; Tb hexokinase: 0

Results for CCNS(=O)(=O)c1cc(Br)ccc1OC ?
L929 necroptosis: -0.1; 14-3-3 Bad inh: 6; Hck-Nef inh: 1; NCF1 inh: -7; Runt-SMMHC FRET: 3; MDM2 E3 inh: -5; Runt-CBFb FRET: 1; EBV gp42 inh: 16; Tb hexokinase: 2

Results for O=C(NC1CCS(=O)(=O)C1)N1CCCCC1 (configuration not stated) ?
L929 necroptosis: 0.9; 14-3-3 Bad inh: 1; Hck-Nef inh: 1; NCF1 inh: -6; Runt-SMMHC FRET: -2; MDM2 E3 inh: 1; Runt-CBFb FRET: 3; EBV gp42 inh: -21; Tb hexokinase: 1

How did Cc1ccc(Nc2nc(NCCCN3CCOCC3)nc(N)c2[N+](=O)[O-])cc1C do in these assays?
L929 necroptosis: 1.1; 14-3-3 Bad inh: 10; Hck-Nef inh: 3; NCF1 inh: -14; Runt-SMMHC FRET: 0; MDM2 E3 inh: 10; Runt-CBFb FRET: -7; EBV gp42 inh: -15; Tb hexokinase: -32

Results for O=C(/C(=C(/[O-])c1ccccc1)[n+]1ccccc1)c1ccc([N+](=O)[O-])cc1 ?
L929 necroptosis: 0.1; 14-3-3 Bad inh: -1; Hck-Nef inh: 3; NCF1 inh: -7; Runt-SMMHC FRET: -1; MDM2 E3 inh: 8; Runt-CBFb FRET: -1; EBV gp42 inh: -5; Tb hexokinase: -23

How did COc1ccc(N(CC(=O)Nc2ccc3c(c2)OCO3)S(=O)(=O)c2ccccc2)c(OC)c1 do in these assays?
L929 necroptosis: -1.0; 14-3-3 Bad inh: 3; Hck-Nef inh: -1; NCF1 inh: -1; Runt-SMMHC FRET: -8; MDM2 E3 inh: -18; Runt-CBFb FRET: -2; EBV gp42 inh: 7; Tb hexokinase: -2

Results for COc1ccccc1N(C(=O)CNC(=O)c1ccco1)C(C(=O)NC1CCCC1)c1ccncc1 (configuration not stated) ?
L929 necroptosis: 0.1; 14-3-3 Bad inh: 10; Hck-Nef inh: 2; NCF1 inh: -4; Runt-SMMHC FRET: -2; MDM2 E3 inh: -4; Runt-CBFb FRET: -1; EBV gp42 inh: -15; Tb hexokinase: 3

Results for O=C1CCC(/C=C/c2ccccc2)=NN1Cc1ccc(Cl)c(Cl)c1 ?
L929 necroptosis: 0.5; 14-3-3 Bad inh: -27; Hck-Nef inh: 1; NCF1 inh: -7; Runt-SMMHC FRET: -2; Runt-CBFb FRET: -2; EBV gp42 inh: -20; Tb hexokinase: -15
